# NFkB transloc pot: enhances IL-1B driven NFkB nuclear translocation | HUVEC IL-1B NFkB p65 nuclear translocation imaging | activation, % at 2 µM | hit rate 0.3% among 94,000 | AID 819;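 active means activation above 40%, about the mean plus 3 SD, also judged a hit on visual image review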;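 further: percent activation is computed from the nuclear over cytoplasmic p65 intensity ratio; values of inactives mirror those of a sister screen read the other way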
# PLAP inhibition: inhibition of human placental alkaline phosphatase – biochemical, luminescence, HTS (AID 690); hit rate 0.08% among 96,000; one-dose inhibition, % at 20 µM; IC50 in µM for titrated hits; purified PLAP, luminescent substrate; higher % means a stronger effect; in the data active means a potency from the dose series; inactive means the rest, 99 in 100 with inhibition below about 30%; further: strong numbers were not always called active
# Bcl-B displacement: displacers of TR3 peptide from Bcl-B, primary screen, selectivity assay for Bfl-1 inhibitor project, biochemical, fluorescence polarization. FP displacement of FITC-TR3 peptide from Bcl-B; higher % means a stronger effect. displacement, % at 20 µM; hits with a dose series show IC50 in µM. hit rate 0.11% among 96,000;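 active means displacement above 50% at 20 µM plus a fluorescence interference ratio under 1.5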;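 further: plate controls were wells without compound for no effect and wells lacking Bcl-B protein for full effect; a part of the inactive calls stands beside numbers as strong as those of hits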
# NFkB transloc inh: blocks IL-1B driven NFkB nuclear translocation in HUVEC cells | HUVEC IL-1B NFkB p65 nuclear translocation imaging | inhibition, % at 2 µM | hit rate 0.43% among 94,000 | AID 796;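 active means inhibition above about 30% together with a positive call from visual inspection of the well image, limit read from the data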;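 further: nuclear over cytoplasmic p65 intensity ratio measured by imaging; 0% = IL-1B stimulated DMSO wells and 100% = unstimulated DMSO wells; values of inactives mirror those of a sister screen read the other way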
# MRP resist rev: MRP-mediated drug resistance reversal; H69AR cells + 2 uM doxorubicin, CellTiter-Glo, 72 h; differential viability (reversal), % at 10 µM; hit rate 0.04% among 85,000; AID 602;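 active means viability drop by adding the cancer drug above about 55%, with treated viability meeting a 40% cutoff, limit read from the data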;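 further: viability without doxorubicin minus viability with 2 µM doxorubicin for each compound; larger differential means the compound sensitizes cells more to doxorubicin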
# MRP resist rev cytotoxicity: further read-out of MRP resist rev, marked with its call; viability, %; H69AR cells, CellTiter-Glo, 72 h; measured here: cytotoxicity without doxorubicin
# MRP resist rev with doxorubicin: second read-out of MRP resist rev, no call of its own (marks repeat the call); viability, %; measured here: viability with 2 uM doxorubicin; hits give low values
# NFkB transloc inh cell count 2 µM: also measured in NFkB transloc inh; calls as there; cell count; measured here: cells passing quality filter;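 raw number of nuclei counted in each imaged well without normalization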
# NFkB transloc pot cell count 2 µM: recorded beside NFkB transloc pot, whose call it bears; cell count; measured here: cells passing quality filter
# * marks the source's active call; other numbers are inactive results; · = no result given.
# Labels used below – A = NFkB transloc pot; B = NFkB transloc pot cell count 2 µM; C = PLAP inhibition; D = Bcl-B displacement; E = NFkB transloc inh; F = NFkB transloc inh cell count 2 µM; G = MRP resist rev; H = MRP resist rev cytotoxicity; I = MRP resist rev with doxorubicin
(1) COc1cccc(NC(=O)Cn2c(SCC(=O)N3CCOCC3)nc3ccccc32)c1
  A = 17.4; B = 163; C = -60.4%; D = 3.7%; E = -17.4; F = 163; G = -8.6; H = 81.5; I = 90.2
(2) COc1cc2c(cc1OC)-c1nnc(-c3cccs3)n1C(C)(C)C2
  A = -3.0; B = 47; C = ·; D = ·; E = 3.0; F = 47; G = 10.9; H = 86.9; I = 76.1
(3) COc1cc(S(=O)(=O)N2CCC(c3nc4ccccc4s3)CC2)ccc1S(=O)(=O)NC1CCCC1
  A = 23.3; B = 127; C = ·; D = ·; E = -23.3; F = 127; G = 22.9; H = 74.0; I = 51.0
(4) O=S(=O)(NC1CCCCC1NCc1ccco1)c1ccc(Cl)cc1 (configuration not stated)
  A = -1.8; B = 181; C = -37.5%; D = 3.9%; E = 1.8; F = 181; G = ·; H = ·; I = ·
(5) CCOc1ccc(NC(=O)CSc2nnc(C)n2Cc2ccccc2)cc1
  A = 31.0; B = 146; C = ·; D = ·; E = -31.0; F = 146; G = 19.1; H = 99.7; I = 80.5
(6) O=C(CN1CCC(O)CC1)N1c2ccccc2C=Cc2ccccc21
  A = ·; B = ·; C = -21.0%; D = 4.9%; E = ·; F = ·; G = 12.8; H = 88.7; I = 75.9
(7) CCOC(=O)C(C)Sc1nnc(-c2c[nH]c3ccccc23)n1C (configuration not stated)
  A = 28.2; B = 203; C = 4.9%; D = 6.6%; E = -28.2; F = 203; G = 11.5; H = 92.4; I = 81.0
(8) CC1(C)NC(=O)N(CCCOc2ccccc2Br)C1=O
  A = -2.7; B = 115; C = 3.0%; D = 4.7%; E = 2.7; F = 115; G = -4.5; H = 86.6; I = 91.2
(9) CC(=O)Nc1ccc(N2C(C(C)=O)=NN(c3ccccc3)C2c2cccs2)cc1 (configuration not stated)
  A = -0.4; B = 181; C = -11.2%; D = -70.3%; E = 0.4; F = 181; G = -11.4; H = 79.5; I = 91.0
(10) O=c1c2c(nc3c(-c4cccc5ccccc45)c[nH]n13)CCC2
  A = 6.9; B = 196; C = -68.9%; D = -0.3%; E = -6.9; F = 196; G = -14.1; H = 74.3; I = 88.5
(11) CCOc1ccc(-n2c(COc3ccc(C)cc3)nnc2SCC(N)=O)cc1
  A = 19.7; B = 163; C = -83.8%; D = 0.5%; E = -19.7; F = 163; G = 9.3; H = 98.9; I = 89.6
(12) CCCCNc1nc(CC(C)=O)ns1
  A = 29.9; B = 188; C = -15.9%; D = -13.2%; E = -29.9; F = 188; G = -9.3; H = 90.1; I = 99.3
(13) Cc1cccc(N2CCN(C(=O)Cc3c(C(=O)O)[nH]c4ccc(Cl)cc34)CC2)c1C
  A = 14.1; B = 167; C = -60.3%; D = 9.4%; E = -14.1; F = 167; G = ·; H = ·; I = ·
(14) COc1cc(N=c2ssnc2Cl)c(OC)cc1Cl
  A = -1.7; B = 141; C = -18.1%; D = 13.3%; E = 1.7; F = 141; G = -0.5; H = 1.1; I = 1.6
(15) CCN1CCN(C(=O)c2cc3nc(-c4ccccc4)cc(C(F)(F)F)n3n2)CC1
  A = 11.3; B = 127; C = -34.3%; D = -1.2%; E = -11.3; F = 127; G = 3.0; H = 91.3; I = 88.4

# More entries:
# Values run as follows: NFkB transloc pot, NFkB transloc pot cell count 2 µM, PLAP inhibition, Bcl-B displacement, NFkB transloc inh, NFkB transloc inh cell count 2 µM, MRP resist rev, MRP resist rev cytotoxicity, MRP resist rev with doxorubicin
[16] Cc1ccc(C(N)=S)c(C)c1
    ·, ·, ·, 1.8%, -12.1, 89, -6.7, 96.8, 103.5
[17] O=c1cc(COn2nnc3ccc(C(F)(F)F)cc32)nc2sccn12
    8.5, 174, ·, ·, -8.5, 174, -15.2, 64.1, 79.3
[18] O=C1C2CCCN2C(c2ccc(F)cc2)N1c1cccc(Cl)c1 (configuration not stated)
    20.4, 190, 13.1%, 1.1%, -20.4, 190, 28.0, 102.7, 74.7
[19] O=C(NCc1cccs1)c1cc(-c2cccc(Cl)c2)on1
    -1.9, 107, 8.5%, 0.9%, 1.9, 107, -4.0, 84.6, 88.5
[20] CCOC(=O)C1=C(C)Nc2ncnn2C1c1cc(OC)ccc1OC (configuration not stated)
    8.6, 134, 18.7%, -1.0%, -8.6, 134, -7.0, 90.8, 97.8
[21] COc1ccc(CCNC(=O)c2cccnc2)cc1OC
    4.9, 106, 17.1%, 5.4%, -4.9, 106, 3.8, 86.6, 82.8
[22] COc1ccc(NC(=O)CS(=O)CC(=O)Nc2ccc(OC)c(OC)c2)cc1 (configuration not stated)
    -4.2, 119, 1.3%, -1.1%, 4.2, 119, 12.0, 91.7, 79.7
[23] CC1CCC(N2CCN(c3ncccn3)CC2)C1 (configuration not stated)
    ·, ·, -20.6%, 6.2%, ·, ·, 3.3, 102.8, 99.5
[24] O=S(=O)(c1ccccc1)c1nc(-c2ccco2)oc1N1CCOCC1
    16.4, 174, 17.6%, -12.9%, -16.4, 174, 1.6, 89.6, 88.0
[25] CCCC(=O)Nc1ccc(N2CCN(C(=O)CCC)CC2)cc1
    -3.4, 119, -15.2%, 8.6%, 3.4, 119, ·, ·, ·

# Individual results from above.
# In NFkB transloc inh cell count 2 µM, entry 9 is listed with 181
# In MRP resist rev cytotoxicity, entry 6 is listed with 88.7
# In NFkB transloc inh, entry 12 is listed with -29.9

# Just NFkB transloc inh, MRP resist rev and NFkB transloc inh cell count 2 µM (2 entries from above):
entry	compound	NFkB transloc inh	MRP resist rev	NFkB transloc inh cell count 2 µM
9	CC(=O)Nc1ccc(N2C(C(C)=O)=NN(c3ccccc3)C2c2cccs2)cc1 (configuration not stated)	0.4	-11.4	181
10	O=c1c2c(nc3c(-c4cccc5ccccc45)c[nH]n13)CCC2	-6.9	-14.1	196

# Additional structures.
# Values run as follows: NFkB transloc pot, NFkB transloc pot cell count 2 µM, PLAP inhibition, Bcl-B displacement, NFkB transloc inh, NFkB transloc inh cell count 2 µM, MRP resist rev, MRP resist rev cytotoxicity, MRP resist rev with doxorubicin
[26] Cc1ccc(S(=O)(=O)Cc2ccc(C(=O)NCCCN3CCN(C)CC3)o2)cc1
    6.5, 125, -38.5%, 15.1%, -6.5, 125, -3.5, 95.5, 99.0
[27] COc1ccc(CC(=O)NC(C)(C)CC(C)=O)cc1OC
    6.4, 165, -7.8%, -6.5%, -6.4, 165, 11.4, 92.2, 80.8
[28] Cc1cc(C)c(S(=O)(=O)NNC(=O)C2CCN(Cc3ccccc3)CC2)c(C)c1
    -1.7, 131, -27.4%, 2.2%, 1.7, 131, ·, ·, ·
[29] Cc1noc(C)c1S(=O)(=O)N1CCN(Cc2ccc3c(c2)OCO3)CC1
    10.3, 49, -1.5%, -7.0%, -10.3, 49, 2.9, 90.2, 87.3
[30] CCN(c1ccccc1)S(=O)(=O)c1cc(OC)ccc1OC
    -0.3, 187, -4.3%, 17.5%, 0.3, 187, 23.4, 103.1, 79.7
[31] Cc1sc2ncnc(SCC#N)c2c1C
    ·, ·, -26.6%, 37.3%, ·, ·, 11.1, 88.1, 77.0
[32] CCOC(=O)c1c(C)c(C(=O)NCc2cccnc2)c(C)n1C
    -0.4, 171, -1.1%, -4.3%, 0.4, 171, -5.5, 94.3, 99.8

# 3 compounds drawn at random from those above:
# Values run as follows: NFkB transloc pot, NFkB transloc pot cell count 2 µM, PLAP inhibition, Bcl-B displacement, NFkB transloc inh, NFkB transloc inh cell count 2 µM, MRP resist rev, MRP resist rev cytotoxicity, MRP resist rev with doxorubicin
[29] Cc1noc(C)c1S(=O)(=O)N1CCN(Cc2ccc3c(c2)OCO3)CC1
    10.3, 49, -1.5%, -7.0%, -10.3, 49, 2.9, 90.2, 87.3
[30] CCN(c1ccccc1)S(=O)(=O)c1cc(OC)ccc1OC
    -0.3, 187, -4.3%, 17.5%, 0.3, 187, 23.4, 103.1, 79.7
[31] Cc1sc2ncnc(SCC#N)c2c1C
    ·, ·, -26.6%, 37.3%, ·, ·, 11.1, 88.1, 77.0

# A portion of the library, so the mix of outcomes need not match the whole.
